NCOA2 inhibitor: inhibits human steroid receptor coactivator 2; hit rate 0.17% among 370,000; Q15596; inhibition, % at 9 µM; HEK293 GAL4-SRC2 luciferase reporter, luminescence;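 active = inhibition above the mean inhibition of all tested compounds plus 3 SD, set per campaign, cut at about 52% in these data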;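 note: 0% = DMSO treated cells and 100% = cells given Gossypol at 36 µM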
TWEAK-Fn14 inh: TWEAK-Fn14 signaling inhibition; TWEAK-stimulated Fn14 reporter cells, luciferase luminescence, 8 h; inhibition, % at 10 µM; hit rate 2% among 360,000; AID 1159606; in the data active = inhibition above about 50%
LRH-1 inv ag: NR5A2 inverse agonism in reporter assay; AID 602396; hit rate 0.13% among 360,000; O00482; HEK293T StAR-luciferase reporter, LRH-1 transfected, 24 h; inhibition, % at 3.6 µM;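 active = inhibition above the mean inhibition of all tested compounds plus 3 SD, cut at about 73% in these data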;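 note: 0% = DMSO wells and 100% = reporter-only cells lacking LRH-1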
SRC3 inh: inhibitors of human steroid receptor coactivator 3 (SRC3); Q9Y6Q9; HEK293 GAL4-SRC3 luciferase reporter, luminescence; inhibition, % at 3.6 µM; hit rate 0.17% among 360,000; AID 588352;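 active = inhibition above a per-campaign cutoff, the mean of all compounds plus 3 SD, cut at about 60% in these data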;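 note: 0% = DMSO-treated cells and 100% = gossypol-treated cells at 36 µM; higher means less SRC3-driven luciferase light from the GAL4 reporter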
NCOA1 inh: human NCOA1 inhibition. HEK293 GAL4-SRC1 luciferase reporter, luminescence. inhibition, % at 3.6 µM. hit rate 0.12% among 360,000. AID 588354;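 active = inhibition above the campaign mean plus 3 SD, with each screening campaign given its own cutoff, cut at about 60% in these data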;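 note: 0% = DMSO treated cells and 100% = gossypol at 36 µM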
LMP1 NFkB inh: Epstein-Barr LMP1 NF-kappaB reporter inhibition; inhibition, % at 12.5 µM; hit rate 0.69% among 350,000; LMP1-induced NF-kappaB luciferase reporter cells, luminescence; in the data active = inhibition above about 41%;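 note: 0% = neutral control wells and 100% = reference inhibitor control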
TROY signal inh: blocks TROY-dependent signaling in reporter cells; Q293 LMP1-TROYcd NF-kB luciferase reporter, 4 h; inhibition, % at 10 µM; hit rate 0.98% among 360,000; AID 1347056;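 active = compounds whose plate-normalised and pattern-corrected inhibition of the luciferase reporter signal at the single screening dose is 50% or more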
NR2F2 inh: inhibitors of human COUP-TFII (NR2F2). P24468. HEK293T NGFI-A luciferase reporter, luminescence. inhibition, % at 8.6 µM. hit rate 0.7% among 370,000;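 active = inhibition above a per-plate cutoff, mean inhibition of test wells between control levels plus 3 SD, cut at about 38% in these data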;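 note: cells cotransfected with COUP-TFII expression vector driving the NGFI-A reporter; 0% = median of COUP-TF2 test wells and 100% = reporter-only cells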
NOD2-RIPK2 inh: blocks binding of human NOD2 to RIPK2 | AID 624267 | CHO BLA complementation NOD2-RIPK2, CCF4 ratio | O43353 | inhibition, % at 4.98 µM | hit rate 0.38% among 360,000; in the data active = inhibition above about 21%;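 note: 0% = vehicle only and 100% = reference blocker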
C8 TRAIL sens: sensitizes caspase-8 expressing cells to TRAIL. hit rate 1% among 360,000. NB7+C8 cells + TRAIL, ATPlite viability luminescence. inhibition (viability loss, TRAIL sensitization), % at 10 µM;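 active = compounds causing at least 50% loss of cell viability in the single-dose screen, relative to plate controls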
TLR9-MyD88 inh: blocks human TLR9 binding to MyD88. Q9NR96+Q99836. CHO BLA complementation TLR9-MyD88, CCF4 FRET ratio. inhibition, % at 4.98 µM. hit rate 0.21% among 340,000;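 active = inhibition above the mean over all tested compounds plus 3 SD, cut at about 21% in these data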;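 note: 0% = DMSO only wells and 100% = clavulanate BLA inhibitor control wells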
Target sequence (Q99836 whole entry, looked up): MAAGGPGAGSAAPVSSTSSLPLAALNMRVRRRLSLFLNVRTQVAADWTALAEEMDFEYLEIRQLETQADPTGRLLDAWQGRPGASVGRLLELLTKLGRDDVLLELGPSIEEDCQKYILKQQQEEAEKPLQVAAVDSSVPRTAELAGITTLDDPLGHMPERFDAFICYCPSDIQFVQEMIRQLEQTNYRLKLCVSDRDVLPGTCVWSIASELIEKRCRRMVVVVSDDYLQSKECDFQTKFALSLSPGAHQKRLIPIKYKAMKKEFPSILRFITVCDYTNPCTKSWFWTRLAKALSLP
Target sequence (Q9NR96 whole entry, looked up): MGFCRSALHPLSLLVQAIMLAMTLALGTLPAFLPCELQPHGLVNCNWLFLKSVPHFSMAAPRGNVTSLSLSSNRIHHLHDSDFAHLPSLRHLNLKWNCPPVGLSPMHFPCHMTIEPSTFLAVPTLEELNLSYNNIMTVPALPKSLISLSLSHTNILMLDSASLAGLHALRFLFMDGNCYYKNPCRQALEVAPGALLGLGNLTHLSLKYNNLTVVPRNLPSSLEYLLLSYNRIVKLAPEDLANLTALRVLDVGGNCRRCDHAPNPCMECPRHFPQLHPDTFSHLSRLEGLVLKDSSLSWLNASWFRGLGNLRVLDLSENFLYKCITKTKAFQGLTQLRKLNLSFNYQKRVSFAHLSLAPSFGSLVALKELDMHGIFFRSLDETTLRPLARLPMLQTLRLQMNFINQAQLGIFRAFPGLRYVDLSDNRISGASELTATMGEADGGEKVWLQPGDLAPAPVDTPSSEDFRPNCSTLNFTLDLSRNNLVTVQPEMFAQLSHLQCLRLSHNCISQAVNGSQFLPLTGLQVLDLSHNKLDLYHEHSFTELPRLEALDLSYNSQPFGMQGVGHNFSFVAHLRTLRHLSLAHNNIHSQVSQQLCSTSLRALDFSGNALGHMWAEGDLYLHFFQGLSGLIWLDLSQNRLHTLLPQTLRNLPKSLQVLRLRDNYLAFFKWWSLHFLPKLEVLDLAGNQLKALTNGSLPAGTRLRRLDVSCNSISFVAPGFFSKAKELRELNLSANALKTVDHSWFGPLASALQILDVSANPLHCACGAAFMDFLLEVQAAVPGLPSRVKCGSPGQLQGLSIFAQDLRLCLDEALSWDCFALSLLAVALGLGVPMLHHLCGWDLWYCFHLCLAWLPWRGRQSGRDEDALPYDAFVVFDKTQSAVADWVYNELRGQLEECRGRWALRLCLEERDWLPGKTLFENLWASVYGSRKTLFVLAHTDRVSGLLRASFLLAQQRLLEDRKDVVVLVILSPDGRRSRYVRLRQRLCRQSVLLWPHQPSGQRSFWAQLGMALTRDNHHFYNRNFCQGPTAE
Numbers without * were called inactive; · = no result given; & = joins results of further samples; ! = repeats disagree. The list is partial. The share of hits here may be higher or lower than overall.

SMILES	NCOA2 inhibitor	TWEAK-Fn14 inh	LRH-1 inv ag	SRC3 inh	NCOA1 inh	LMP1 NFkB inh	TROY signal inh	NR2F2 inh	NOD2-RIPK2 inh	C8 TRAIL sens	TLR9-MyD88 inh
CC(=O)c1sc(-c2cccc(Cl)c2)nc1C	-6	-17	-24	-22	-32	-6	-55	5	11	0	-2
O=C(Nc1nnc(CCN2CCCCC2)s1)c1ccc(Cl)cc1Cl	-30	-13	-3	7	-4	-9	-31	2	-1	9	-4
CCn1c(SCC(=O)c2ccc(CNC(C)=O)o2)nnc1-c1cccs1	-4	-9	10	-2	16	5	14	1	2	8	0
C[C@H](NC(=O)[C@H](Cc1ccccc1)n1c(=O)[nH]c2ccccc2c1=O)C(=O)N1CCC[C@H]1C(=O)O	3	-1	7	22	0	4	-32	26	4	11	-2
Cc1c(Cl)cccc1NC(=S)NNS(=O)(=O)c1ccc([N+](=O)[O-])cc1	18	-5	-13	-9	10	-1	-4	7	-7	-1	4
COc1ccc(C(=O)NCC2(c3ccccc3)CCOCC2)cc1	-25	-32	-20	-13	-20	-1	-22	-9	-3	1	3
CCOC(=O)c1c(C)[nH]c(C)c1S(=O)(=O)NCCc1ccco1	-4	-2	9	28	-3	-9	0	18	9	-7	1
COC(=O)c1cccc(NC(=O)/C=C/c2ccc([N+](=O)[O-])cc2)c1	10	4	-21	-9	-4	14	0	-2	-9	71*	3
COc1cc(C(=O)Nc2ccc(C)cc2C(NCC(=O)NN)c2ccccc2)cc(OC)c1OC (stereo unspecified)	-33	-10	-13	-13	-18	7	3	-6	-8	-4	-14
O=C(c1cccc(Br)c1)c1nc2ccccc2[nH]c1=O	-14	-7	-5	-5	3	·	3	-29	-20	-4	·
CC(=O)Oc1ccccc1C(=O)Nc1ccccc1C(=O)N1CCCCC1	1	9	15	8	11	-1	-3	4	-4	-5	-14
CC(=O)c1ccc(S(=O)(=O)N2CCN(C(=O)c3ccc(N)c([N+](=O)[O-])c3)CC2)cc1	7	-15	4	2	-4	6	3	4	3	-7	-2
OCC1N=C(c2ccccn2)OC1c1ccccc1 (stereo unspecified)	-13	-5	-12	14	-15	-3	-15	-13	5	11	13
Cc1ccccc1CC(=O)N1CCN(S(=O)(=O)c2ccc(Cl)s2)CC1	-19	32	-1	5	-4	6	9	-15	2	7	-3
CC(=O)/C(=N/Nc1cccc(Cl)c1)N1CCOCC1	-13	-3	5	-8	-2	-20	7	11	2	-9	-3
Fc1c(F)c(F)c(/C=N/NC(=S)Nc2cccnc2)c(F)c1F	-7	32	3	-11	-3	-42	16	-24	-1	18	-1
O=[N+]([O-])c1cc([N+](=O)[O-])c(N2CCOCC2)cc1NCc1ccccc1	4	17	14	-18	-1	-13	2	-19	-7	1	1
O=C(Nc1ccc(F)cc1)NC1CCN(Cc2ccccc2)CC1	-22	-5	0	9	3	8	22	-1	-5	3	-2
COc1cccc2cc(C(=O)NCCc3ccccc3)c(=O)oc12	4	-4	12	-11	16	1	-38	-13	-11	10	5
Cc1ccc(N2CC(C(=O)NCc3cccs3)CC2=O)cc1C (stereo unspecified)	7	-16	5	20	-6	3	1	-9	-1	-3	-5
O=C(Nc1nc2c(s1)CCCC2)c1cc(-c2ccccc2)nc2ccccc12	-11	16	-16	2	-9	6	9	19	-10	8	2
CCCn1c(NC(=O)CN2C(=O)NC3(CCCCC3)C2=O)nc2ccccc21	-15	11	2	-1	-4	-3	-5	18	-9	4	-4
COc1ccc(N=C(N(C)C)P(=O)(N(C)C)N(C)C)cc1	-22&0	1&16	5&14	3&8	13&12	-2&-4	-2&-7	9&7	-14&-1	3&-6	-3&-2
Cc1cccc(OCCCC(=O)Nc2nc3ccccc3[nH]2)c1	-26	7	13	-3	8	-17	-29	-12	8	-4	8
CN(C)c1ccc(/C=C/c2cccc[n+]2[O-])cc1	-63	4	-110	-89	-77	-1	-12	-12	26*	13	·

Sorted by count of non-hydrogen atoms (rising): some entries from above
SMILES	NCOA2 inhibitor	TWEAK-Fn14 inh	LRH-1 inv ag	SRC3 inh	NCOA1 inh	LMP1 NFkB inh	TROY signal inh	NR2F2 inh	NOD2-RIPK2 inh	C8 TRAIL sens	TLR9-MyD88 inh
CN(C)c1ccc(/C=C/c2cccc[n+]2[O-])cc1	-63	4	-110	-89	-77	-1	-12	-12	26*	13	·
OCC1N=C(c2ccccn2)OC1c1ccccc1 (stereo unspecified)	-13	-5	-12	14	-15	-3	-15	-13	5	11	13
O=C(c1cccc(Br)c1)c1nc2ccccc2[nH]c1=O	-14	-7	-5	-5	3	·	3	-29	-20	-4	·
COc1ccc(N=C(N(C)C)P(=O)(N(C)C)N(C)C)cc1	-22&0	1&16	5&14	3&8	13&12	-2&-4	-2&-7	9&7	-14&-1	3&-6	-3&-2
Fc1c(F)c(F)c(/C=N/NC(=S)Nc2cccnc2)c(F)c1F	-7	32	3	-11	-3	-42	16	-24	-1	18	-1
O=C(Nc1ccc(F)cc1)NC1CCN(Cc2ccccc2)CC1	-22	-5	0	9	3	8	22	-1	-5	3	-2
Cc1c(Cl)cccc1NC(=S)NNS(=O)(=O)c1ccc([N+](=O)[O-])cc1	18	-5	-13	-9	10	-1	-4	7	-7	-1	4
CCn1c(SCC(=O)c2ccc(CNC(C)=O)o2)nnc1-c1cccs1	-4	-9	10	-2	16	5	14	1	2	8	0
CC(=O)Oc1ccccc1C(=O)Nc1ccccc1C(=O)N1CCCCC1	1	9	15	8	11	-1	-3	4	-4	-5	-14
CCCn1c(NC(=O)CN2C(=O)NC3(CCCCC3)C2=O)nc2ccccc21	-15	11	2	-1	-4	-3	-5	18	-9	4	-4
CC(=O)c1ccc(S(=O)(=O)N2CCN(C(=O)c3ccc(N)c([N+](=O)[O-])c3)CC2)cc1	7	-15	4	2	-4	6	3	4	3	-7	-2
COc1cc(C(=O)Nc2ccc(C)cc2C(NCC(=O)NN)c2ccccc2)cc(OC)c1OC (stereo unspecified)	-33	-10	-13	-13	-18	7	3	-6	-8	-4	-14

(continued)
SMILES	NCOA2 inhibitor	TWEAK-Fn14 inh	LRH-1 inv ag	SRC3 inh	NCOA1 inh	LMP1 NFkB inh	TROY signal inh	NR2F2 inh	NOD2-RIPK2 inh	C8 TRAIL sens	TLR9-MyD88 inh
CCOCCOC(=O)Cn1cnc2scc(-c3ccc(C)cc3)c2c1=O	-7	9	-15	1	3	-2	-10	8	3	-3	-2
CCn1nc(C(=O)OCC(=O)N(CCC#N)c2ccccc2)c2ccccc2c1=O	26	-4	13	-15	-2	-1	-16	17	-8	-6	-7
CN(C)CC/C=C1/c2cc(F)ccc2CSc2ccc(F)cc21	-4	23	6	13	-2	5	23	-6	-8	17	-19
CC1=C(C(=O)OCc2ccccc2)C(c2ccc(Cl)cc2)NC(=O)N1C (stereo unspecified)	12	33	8	-4	-15	3	26	16	1	9	3
c1ccc(CNc2ncnc3ccccc23)cc1	38&23	52*!	25&40	42&26	38&30	22&26	28&22	64*	-2&-7	17&12	-2&-10
O=C(Nc1nccs1)c1ccc(NC(=O)C2CC=CCC2C(=O)O)cc1 (stereo unspecified)	3	18	-21	-11	1	-1	-25	-9	8	-6	-3
COCCN1C(=O)N(c2cccc(OC)c2)C(=O)C1CC(=O)Nc1ccc(OC)cc1 (stereo unspecified)	15	9	-4	8	-3	1	4	-25	3	-12	5
CCOC(=O)C(C)(C)Sc1ncnc2nc[nH]c12	14	14	1	-10	-16	10	6	-3	-3	16	14
CCNC(=O)COC(=O)C1CCN(S(=O)(=O)c2ccc3c(c2)OCCO3)CC1	-7	-7	-19	9	-4	-2	-23	-15	-1	-6	4
Cc1cccc(NC(=O)c2nc[nH]c2C(=O)NC2CCN(C(=O)OC(C)(C)C)CC2)c1	-4	18	-7	25	2	-9	12	-6	-4	25	-13
O=S(=O)(c1cccc(Cl)c1)N1CN(CC2CCCO2)c2nc3ccccc3nc21 (stereo unspecified)	-3	0	5	-16	-9	-1	-30	-16	-3	-8	-7
CCN(C(=O)CCN1C(=O)c2ccccc2S1(=O)=O)c1ccccc1	20	13	7	-12	1	-9	0	10	-34	-19	0
COCCN(C(=O)COC(=O)COc1ccc2c(c1)CCC2)c1c(N)n(Cc2ccccc2)c(=O)[nH]c1=O	-42	-3	-18	-8	-12	-2	-8	-14	-23	2	-2
CCOc1ccccc1N1CCN(CC(O)COCc2cccs2)CC1 (stereo unspecified)	-15	12	11	-3	3	-4	-5	2	-4	-5	8
CCOc1ccc2c(c1)c1nnc(SCC(=O)NC3CC3)nc1n2C	2	22	-2	8	-19	23	-5	-3	-7	-2	-1
COc1ccc(-n2cnc3cc(C(=O)NCC4CCCO4)ccc32)cc1 (stereo unspecified)	-12	2	-12	-55	-15	-1	-9	-21	5	-1	9
O=C(NN1C(=O)CSC1=S)C(=O)NN1C(=O)CSC1=S	12	-7	2	19	-8	-1	36	-17	-10	-8	-6
CS(=O)(=O)n1nc(-c2ccc(Cl)cc2)nc1N	-8	-8	-17	9	-11	-8	-21	1	4	-3	-2
Cc1noc(C)c1S(=O)(=O)N1CCCC(C(=O)Nc2ccc(Cl)cn2)C1 (stereo unspecified)	19	11	-1	19	9	10	11	12	-5	4	4
Cn1c(O)c(/C=C2\C=Nc3ccccc32)sc1=Nc1ccc(C(=O)O)cc1	9	13	2	11	-19	-17	-5	-11	-4	-25	-10
Cc1ccc(C(=O)Nc2cccc(NC(=O)c3cccs3)c2)c(C)c1	13	-19	1	-8	14	-4	5	-7	-7	-1	3
CCCCOCP(=O)(CCCC)COCCCC	-10	-7	7	12	-3	-3	-11	6	7	6	-10
COc1cccc(C(=O)NCCC2=CCCCC2)c1	-14	51*	-185	-60	-88	25	-3	-26	-10	9	0
CC(C)OC(=O)CSc1nnc(-c2ccc(Cl)cc2Cl)n1N	-20	2	0	11	12	4	6	12	-13	-22	0
Cc1ccc(NC(=O)/C(=C\c2cccnc2)NC(=O)c2ccco2)cc1	-4	-9	2	-3	-5	7	7	10	5	-8	-3
Cc1cc(C)c(C#N)c(SCC(=O)Nc2c(C)n(C)n(-c3ccccc3)c2=O)n1	17	12	6	-1	8	-3	1	2	-5	1	-5
COc1ccc(NC(=O)/C(=C\c2cccnc2)NC(=O)c2cccs2)cc1	0	-15	-2	9	3	2	5	-1	-6	-9	3
Cn1nc(C(F)(F)F)c(C(=O)Nc2ccc(F)cc2F)c1Sc1ccc(C(F)(F)F)cc1	·	-18	-40	21	-24	7	15	·	4	9	-8

Record cards (already shown). Values in the order: NCOA2 inhibitor, TWEAK-Fn14 inh, LRH-1 inv ag, SRC3 inh, NCOA1 inh, LMP1 NFkB inh, TROY signal inh, NR2F2 inh, NOD2-RIPK2 inh, C8 TRAIL sens, TLR9-MyD88 inh
Results for `CCn1nc(C(=O)OCC(=O)N(CCC#N)c2ccccc2)c2ccccc2c1=O` : 26, -4, 13, -15, -2, -1, -16, 17, -8, -6, -7
Results for `O=S(=O)(c1cccc(Cl)c1)N1CN(CC2CCCO2)c2nc3ccccc3nc21` (stereo unspecified) : -3, 0, 5, -16, -9, -1, -30, -16, -3, -8, -7

Source: PubChem
